DT40 TDP1 no CPT = qHTS for Inhibitors of human tyrosyl-DNA phosphodiesterase 1 (TDP1): qHTS in cells in absence of CPT; DT40 Tdp1-/- hTDP1 cells, no CPT, ATP luminescence, 48 h; 420,000 compounds, 15% hits; Potency, µM (doses to about 46.2 µM), for inactives: at the top dose activity change, negative = growth inhibition, hits mostly inhibitors; active = well fitted inhibition curve with a large enough effect; inconclusive = small, poorly fitted or top-dose-only effect; note: nearly all actives have a fitted effect of over 55% in size
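A cellular qHTS used chicken DT40 cells lacking endogenous Tdp1 but carrying stably transfected human TDP1. Compounds were applied without camptothecin, and cell growth kinetics were judged by ATP-dependent luminescence after ≥48 hr.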
* hit, by the source's call; ? = inconclusive. % is set by controls: 0 for no effect and ±100 for the full control effect; potency is the fitted concentration of half-maximal effect. The list is partial; rates above refer to the full screens.

SMILES	DT40 TDP1 no CPT
COc1cccc(-c2cc3c(c(OC)c2)OCCN(Cc2ccccc2O)C3)n1	-16.0%
CC1(C(=O)O)CCCN1C(=O)c1cc2ccccc2s1 (configuration not stated)	-19.0%
CC(c1nc2ccccc2[nH]1)N(C(=O)C1=NNC(=O)CC1)c1ccccc1 (configuration not stated)	-28.4%
CN1OC[C@@H]2CN(C(=O)CCc3ccccc3)[C@H](c3cccc(-c4ccc(C#N)cc4)c3)C[C@@H]21	?
CCC(=O)N1CCC1(C)C(=O)Nc1ccc2nc(C)ccc2c1 (configuration not stated)	?
C=CCN(CC=C)C(=O)C1c2ccccc2Oc2ccccc21	?
COc1ccc(-n2nnnc2C(c2cccs2)N2CCN(C/C=C/c3ccccc3)CC2)cc1 (configuration not stated)	16.4µM*
CC1(C(=O)NS(=O)(=O)C2CC2)CCCN(C(=O)c2c(F)cccc2F)C1 (configuration not stated)	4.61µM*
CC1=C(C(=O)N2CCOCC2)CC(CC(=O)NCCCN(C)C)C(=O)N1Cc1ccc(F)cc1 (configuration not stated)	15.7%
COc1ccccc1N1CCN(CCCN2CC(=O)N3CCCCC3C2=O)CC1 (configuration not stated)	17.4%
COc1cccc(-c2cnc(C(O)c3cc(F)cc(Cl)c3)[nH]2)c1 (configuration not stated)	?
CN(C)c1ccc(/C=C2\C=Cc3ccccc32)cc1F	?
O=C(NCCO)c1ccc(-c2ccc3nncn3c2)cc1	-2.4%
CCCCn1nnnc1C(c1cc2ccccc2o1)N(C)Cc1ccc(Cl)c(Cl)c1 (configuration not stated)	?
COc1ccccc1NC(=O)CN1CCN(c2ccc(F)cc2)CC1	?
CCN1C/C(=C\c2cc(OC)c(OC)c(OC)c2)C2=NN(c3ccccc3)C(c3cc(OC)c(OC)c(OC)c3)C2C1 (configuration not stated)	5.8µM*
CCCCN(CCCC)Cc1cc(=O)oc2cc(C)cc(C)c12	?
CCNC(=S)Nc1ccc2c(c1)c(=O)n(C)n2Cc1cccc(C(F)(F)F)c1	23.1µM*
COc1cc(CN2C[C@@H](CO)O[C@@H](n3cnc4c(NC5CCC5)ncnc43)C2)cc(OC)c1OC	0.6%
COCCNC(=O)C1(C)CCCN(C(=O)COc2ccccc2)C1 (configuration not stated)	1.84µM*
CCN1CCCC1CNC(=O)c1ccc2c(c1)NC(=O)/C(=C\c1ccccc1Cl)S2 (configuration not stated)	?
Cc1[nH]c(=O)c(C#N)c(C)c1CSc1ncccn1	13.7%
COc1cc2ccccc2cc1C(=O)N1CC(C)OC(C)C1 (configuration not stated)	?
COc1cc(C2C3=C(COC3=O)Oc3cc4c(cc32)OCO4)ccc1O (configuration not stated)	0.581µM*
COc1cc(S(=O)(=O)N(Cc2cccs2)C2CC2)ccc1-n1cnnn1	?

Quoted from the listing:
Under DT40 TDP1 no CPT, `O=C(NCCO)c1ccc(-c2ccc3nncn3c2)cc1` has -2.4%
Under DT40 TDP1 no CPT, `Cc1[nH]c(=O)c(C#N)c(C)c1CSc1ncccn1` has 13.7%
Under DT40 TDP1 no CPT, `COCCNC(=O)C1(C)CCCN(C(=O)COc2ccccc2)C1` (configuration not stated) has 1.84µM*

(cont.)
SMILES	DT40 TDP1 no CPT
COCCN1C[C@@H](CO)O[C@@H](n2cnc3c(N4CCCC4)ncnc32)C1	5.2%
O=C(/C=C/c1ccc(Cl)cc1)N1CCN(CCN2C(=O)c3cccc4cccc(c34)C2=O)CC1	16.6%
OC[C@H]1O[C@@H](c2nc(-c3nc(-c4ccc(F)cc4)no3)cs2)[C@H](O)[C@@H]1O	?
CCN1C(=O)[C@H]2[C@@H](c3ccc(C(F)(F)F)cc3)N[C@]3(CCCN(Cc4ccc(OC)cc4)C3=O)[C@H]2C1=O	10.3µM*
CCOC(=O)[C@]12CCCC=C1N(Cc1ccc(Cl)cc1Cl)C(=O)[C@H](CC(=O)NCCc1ccccc1OC)C2	23.1µM*
CC(C)C[C@H]1CN([C@@H](Cc2ccc(O)cc2)CN2CCC[C@H]2CN2C(=O)C(=O)NC[C@@H]2Cc2ccc(O)cc2)C(=O)C(=O)N1CCc1ccccc1	-5.7%
CN(C)CCCNC(=O)C(=O)NCC1OCCN1S(=O)(=O)c1cc(F)ccc1F (configuration not stated)	-17.9%
COc1ccccc1N1CCN(S(=O)(=O)CCNC(=O)C(C)Oc2ccccc2)CC1 (configuration not stated)	?
CCCCOCCCNC(=O)C[C@@H]1C[C@@]2(C(=O)OCC)CCCC=C2N(Cc2cccc3ccccc23)C1=O	13µM*
Cc1ccc(SC2=C[C@@]3(O)CC[C@@H](O)[C@@](Sc4ccc(C)cc4)(C2=O)[C@H]3O)cc1	?
c1cnc2ccc3c(c2c1)COCO3	-12.9%
O=[N+]([O-])c1ccc2c(c1)C=CC2	?
COc1ccc(CCNC(=O)Cn2cc(C(=O)c3ccccc3)c(=O)c3ccc(C)nc32)cc1OC	?
CN1C(=O)[C@@](O)(CC(=O)c2ccccc2)c2cc(Br)ccc21	6.51µM*
CCCC[C@@H]1CNC(=O)C(=O)N1CCCCC1CCCCC1	?
COc1ccc(NC(=O)C[C@H]2C(=O)N(C3CCCCC3)C[C@@H]2c2ccc(OC)cc2)cc1	?
CCCCCC(=O)N1C[C@@H](n2cc(COC(=O)c3ccccc3)nn2)[C@H](O)C[C@@H]1c1ccc(Cl)cc1	?
O=C(Nc1ccccc1)OCC1COC(c2ccccc2)(c2ccccc2)O1 (configuration not stated)	-2.4%
Cc1ccc2oc(-c3ccc(Cl)c(NC(=O)c4ccc(OC(C)C)cc4)c3)nc2c1	5.7%
COc1cccc(OC)c1C(=O)NCCc1ccccc1	-2.8%
CCCCN1C(=O)C(CC(=O)NCCN2CCOCC2)CC(C(=O)N2CCCCCC2)=C1C (configuration not stated)	-4.9%
CCNC(=O)C1CCCN(C(=O)Cc2ccc3ccccc3c2)CC1 (configuration not stated)	-13.9%
CCCCC(=O)Oc1ccc2oc(-c3ccc(OC)cc3)cc(=O)c2c1	-0.2%
CN(C)c1ccc(C=c2c3ccccc3n3c2cc(-c2ccccc2)[n+]3C)cc1	0.366µM*
OCC1OC(n2cnc3c(/C=C(\O)c4ccccc4)ncnc32)C(O)C1O (configuration not stated)	1.46µM*
Continued:
SMILES	DT40 TDP1 no CPT
O=C(NCc1cccs1)c1cc(-c2ccccc2)nn1CC1CC(c2cccnc2)=NO1 (configuration not stated)	?
CCCCCc1ccc2cc(C#N)ccc2n1	-1.7%
Cc1ccc2nc(Cl)c(/C=N/NC(=O)CN3CCOCC3)cc2c1	-3.5%
O=C(N1CCc2cc(S(=O)(=O)NC[C@H]3O[C@@H](n4ccc(=O)[nH]c4=O)[C@H](O)[C@@H]3O)ccc2C1)C(F)(F)F	-1.1%
CNc1ccc(-c2ccccc2CO)cn1	-4.1%
CCN(C(=S)NC(=O)Cc1ccc(OC)cc1)c1ccccc1	-13.1%
CCCc1cc(=O)n2[nH]c(C)c(-c3ccccc3OC)c2n1	-23.9%
Cn1cc([C@]2(O)C(=O)Nc3cccc(Cl)c32)c2ccccc21	?
Cc1ccc(S(=O)(=O)N(C)C[C@@H]2OCc3cnnn3CCCC(=O)N([C@H](C)CO)C[C@H]2C)cc1	?
CCCCC(=O)N(C)c1c(CC)nc2c(OCc3cccc(Cl)c3)cccn12	23.1µM*
CC1=NN(c2ccccc2C)C(=O)C1	-15.9%
C#CCOCCOCCOCCNc1nc(N2CCN(C(=O)[C@H](CO)n3cc([C@@H](N)C(C)C)nn3)CC2)nc(N2CCN(C(=O)[C@H](CO)n3cc([C@@H](N)C(C)C)nn3)CC2)n1	-14.9%
COc1cccc(C=NNC(=O)c2ccncc2)c1O	0.184µM*
O=C(Nc1ccc2c(c1)OCCO2)C(c1ccnc2ccccc12)N1CCC(Cc2ccccc2)CC1 (configuration not stated)	18.4µM*
COC(=O)[C@H]1C[C@@]2(O)CN(S(=O)(=O)c3ccc(C)cc3)C[C@@]2(OC(=O)Nc2cccs2)C[C@H]1C(=O)OC	?
CC(C)(C)OC(=O)N(Cc1ccccc1)Cc1cccc(OCc2cccc(NC(=O)C3CC3)c2)c1	?
O=C(CCc1nc2sc3c(c2c(=O)[nH]1)CCCC3)NCCc1ccc(Cl)cc1	?
O=C1NC[C@@H](CCCCN2C[C@H](Cc3ccc(O)cc3)N(CC3CCCCC3)C(=O)C2=O)N(CCc2ccccc2)C1=O	-5.0%
COc1cc2c(cc1O)CCN[C@]21CS[C@@H]2c3c(OC(C)=O)c(C)c4c(c3[C@H](COC1=O)N1[C@@H]2[C@H]2c3c(cc(C)c(OC)c3O)C[C@@H]([C@@H]1O)N2C)OCO4	0.0043µM*
Cc1cc(NC(=O)NC(=O)c2ccccc2NC(=O)C(C)N)ccc1Oc1ncc(Br)cn1 (configuration not stated)	0.581µM*
CC(=O)c1nn(-c2ccccc2)c(=Nc2ccccc2)cc1C	-19.2%
CC(=O)c1cccc(-c2ccc3c(c2)C(C)(Cc2ccc(S(C)(=O)=O)cc2)C(=O)N3)c1 (configuration not stated)	-25.3%
O=[N+]([O-])c1cc(Br)c2c(c1)CCN2	-26.5%
CC1(C(=O)O)CCCN(C(=O)c2cccnc2Oc2ccccc2)C1 (configuration not stated)	-4.4%
COc1ccccc1-c1ccnc(-n2ncc(C(=O)NCCc3ccccn3)c2C)n1	?

Four entries out of the list, ordered by SMILES length, rising:
SMILES	DT40 TDP1 no CPT
c1cnc2ccc3c(c2c1)COCO3	-12.9%
O=C(NCCO)c1ccc(-c2ccc3nncn3c2)cc1	-2.4%
Cc1[nH]c(=O)c(C#N)c(C)c1CSc1ncccn1	13.7%
O=C(NCc1cccs1)c1cc(-c2ccccc2)nn1CC1CC(c2cccnc2)=NO1 (configuration not stated)	?

Random excerpt: three compounds from above
SMILES	DT40 TDP1 no CPT
O=C1NC[C@@H](CCCCN2C[C@H](Cc3ccc(O)cc3)N(CC3CCCCC3)C(=O)C2=O)N(CCc2ccccc2)C1=O	-5.0%
Cc1ccc(S(=O)(=O)N(C)C[C@@H]2OCc3cnnn3CCCC(=O)N([C@H](C)CO)C[C@H]2C)cc1	?
Cn1cc([C@]2(O)C(=O)Nc3cccc(Cl)c32)c2ccccc21	?

(next part)
SMILES	DT40 TDP1 no CPT
C[C@H]1CCCCO[C@H](CN(C)Cc2ccc(C(=O)O)cc2)[C@@H](C)CN([C@@H](C)CO)C(=O)c2cc(NS(=O)(=O)c3cn(C)cn3)ccc2O1	?
COc1ccc(-c2csc(C(C)(O)c3ccccc3)n2)cn1 (configuration not stated)	?
CC(=O)C1=C(O)C(=Cc2ccccc2)OC1=O	?
CCO[C@H]1OC(C(=O)NCc2nc3ccccc3[nH]2)=C[C@@H](c2ccc(Br)cc2)[C@@H]1CCCO	?
CCOC(=O)C1CCCN(C(=O)c2ccc3c(c2)CCO3)CC1 (configuration not stated)	-5.9%
CC(C)CCNC(=O)C1CC(c2ccccc2[N+](=O)[O-])=NO1 (configuration not stated)	-30.0%
O=C(Cn1cc(COc2c(F)c(F)cc(F)c2F)nn1)c1ccc(O)cc1	-3.9%
O=C(Nc1nnc([C@@H]2O[C@H](CO)[C@@H](O)[C@H]2O)s1)Nc1ccccc1C(F)(F)F	-21.6%
Cc1ncc2c(c1CNC(=O)c1ccccc1F)CCN(C(=O)c1ccc3c(c1)OCCO3)C2	0.13µM*
COCCCn1cc(CN2CC(N(C)C)CS2(=O)=O)nn1 (configuration not stated)	-7.9%
CCOc1ccccc1NC(=O)COC(=O)COc1cccc2c1OC(C)(C)C2	-10.6%
COc1ccc(C(=O)NCC(C)(c2ccccc2)c2ccccc2)cc1S(=O)(=O)N1CCOCC1	?
CC(C)(C)OC(=O)N(Cc1ccccc1)Cc1ccccc1OCc1cccc(NC(=O)C2CCC2)c1	16.4µM*
O=C1CC(C(=O)O)NC(=S)N1 (configuration not stated)	-4.0%
O=C(C[n+]1cccc(Br)c1)c1cc(Cl)ccc1Cl	?
CCC(C)CN1C(=O)CN(S(C)(=O)=O)CC1(C)C(=O)NC(C)C (configuration not stated)	0.3%
COc1cc(CC(=O)C(=O)O)oc(=O)c1	-5.8%
O=C(NCc1ccccc1)C1c2ccccc2OCC(=O)N1Cc1ccco1 (configuration not stated)	-26.2%
O=C1c2ccccc2C(c2nnnn2-c2ccc3c(c2)OCCO3)N1CCCN1CCOCC1 (configuration not stated)	-11.3%
Cc1ccc(C(C)(c2ccc(N)cc2)c2ccc(N)cc2)cc1	-25.0%
Cc1cc(Cl)ccc1C(=O)C1CCCN(C(=O)c2ccsc2)C1 (configuration not stated)	?
O=C(O)c1ccc(Cl)c(NC(=O)C2CCN(S(=O)(=O)c3cccs3)CC2)c1	-9.7%
O=C1C=CC(=O)N1Cc1cccnc1	-2.3%
COc1ccc(C2(C#N)CCC(C(=O)O)CC2)cc1OC1CCCC1 (configuration not stated)	-28.1%
CCC1CN(CCC(=O)N2CCN(c3ncccn3)CC2)Cc2cc(OC)ccc2O1 (configuration not stated)	-13.6%
Next section:
SMILES	DT40 TDP1 no CPT
Nc1c(-c2cccs2)nc2ccccn12	?
Cc1cc(C)c(CC(=O)c2ccccc2)c(C)c1	?
CSc1ccccc1CNC(=O)C1(C)CCCN1CC(C)C (configuration not stated)	23.1µM*
N#Cc1c(N)c(C(=O)c2ccccc2)n2ccccc12	-20.5%
CCOc1ccccc1C1c2cc3c(cc2OC(C)(N2CCCC2)C1C)OCO3 (configuration not stated)	-11.9%
O=c1c2ccccc2on1-c1ccccc1	-0.4%
O=C(CSc1nnc(CNC(=O)c2c(F)cccc2F)o1)NCc1ccc2c(c1)OCO2	-25.8%
Cc1ccc(NC(=O)C2(C)CCN2C(=O)Cc2ccccc2)cc1C (configuration not stated)	16.4µM*

Source: PubChem BioAssay (National Center for Advancing Translational Sciences (NCATS))
